Source: PubChem BioAssay
JMJD2C inh: inhibitors of human GASC-1 (JMJD2C) demethylase | Q9H3R0 | GST-JMJD2C(1-420) H3K9me3 demethylation, DELFIA europium | inhibition, % at 2.35 µM | 330,000 tested, 0.069% active;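 active = more than half of a compound's replicate wells show inhibition beyond 50%, single wells judged on their own value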;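 also: signal counts dimethyl H3K9 product captured on neutravidin plate; 0% = median of DMSO wells and 100% = 0.3 times that DMSO median; strong numbers were not always called active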
Target sequence (Q9H3R0 1-420 limits assumed): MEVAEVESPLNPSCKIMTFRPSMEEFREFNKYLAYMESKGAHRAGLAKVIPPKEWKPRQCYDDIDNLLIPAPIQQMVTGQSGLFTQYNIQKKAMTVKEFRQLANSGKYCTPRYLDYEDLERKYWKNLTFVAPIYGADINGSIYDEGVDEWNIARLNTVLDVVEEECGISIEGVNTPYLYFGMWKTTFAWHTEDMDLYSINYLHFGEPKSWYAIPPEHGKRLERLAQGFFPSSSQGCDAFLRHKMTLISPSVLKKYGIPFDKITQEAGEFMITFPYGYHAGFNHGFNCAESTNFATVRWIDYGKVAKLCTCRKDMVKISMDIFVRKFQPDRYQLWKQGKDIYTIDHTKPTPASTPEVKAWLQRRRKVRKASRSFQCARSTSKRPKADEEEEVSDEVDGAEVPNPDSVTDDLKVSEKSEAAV
GRK2 aptamer HTS: inhibitors of human GRK2 displacing RNA aptamer | P25098 | bead flow cytometry, FAM-aptamer displacement from GRK2 | inhibition of aptamer binding, % at 10 µM | 330,000 tested, 0.59% active;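 active = inhibition of aptamer binding above 40%, roughly 3 SD of noise, on plates passing a quality check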;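 also: median bead fluorescence of bound FAM aptamer so fluorescent compounds give negative values; no value below 0 was filed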
Target sequence (P25098 whole entry, looked up): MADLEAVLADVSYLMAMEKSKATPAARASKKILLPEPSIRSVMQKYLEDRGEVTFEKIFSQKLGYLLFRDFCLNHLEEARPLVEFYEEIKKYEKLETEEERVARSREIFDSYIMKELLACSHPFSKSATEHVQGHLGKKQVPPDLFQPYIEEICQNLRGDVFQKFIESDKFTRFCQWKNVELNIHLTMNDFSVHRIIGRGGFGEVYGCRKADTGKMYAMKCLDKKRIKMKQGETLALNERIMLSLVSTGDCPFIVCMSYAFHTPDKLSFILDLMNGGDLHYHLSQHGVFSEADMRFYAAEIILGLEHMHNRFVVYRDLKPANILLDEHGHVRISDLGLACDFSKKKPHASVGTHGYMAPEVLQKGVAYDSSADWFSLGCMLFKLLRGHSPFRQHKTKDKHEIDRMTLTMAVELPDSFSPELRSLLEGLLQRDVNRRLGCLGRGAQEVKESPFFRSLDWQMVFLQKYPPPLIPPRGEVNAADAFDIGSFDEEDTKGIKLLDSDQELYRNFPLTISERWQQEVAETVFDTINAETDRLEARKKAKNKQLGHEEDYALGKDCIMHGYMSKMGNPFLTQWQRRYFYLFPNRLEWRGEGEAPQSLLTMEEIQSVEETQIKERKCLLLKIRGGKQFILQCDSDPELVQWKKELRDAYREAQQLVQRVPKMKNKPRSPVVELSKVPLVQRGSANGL
* = called active by the depositor; i = inactive; x = no result given. The list is partial, so the mix of outcomes need not match the whole.

A first look:
SMILES	JMJD2C inh	GRK2 aptamer HTS
Cc1nc(C(=O)O)sc1C1(C)CC(c2cccc([N+](=O)[O-])c2)=NO1 (stereo not given)	-0.9	x
O=C(Nc1ccccc1)C1=C[C@H](C2CCCCC2)C[C@H](OCc2ccc(CO)cc2)O1	-5.2	x

The list itself, from the start:
SMILES	JMJD2C inh	GRK2 aptamer HTS
Cc1nc(C(=O)O)sc1C1(C)CC(c2cccc([N+](=O)[O-])c2)=NO1 (stereo not given)	-0.9	x
O=C(Nc1ccccc1)C1=C[C@H](C2CCCCC2)C[C@H](OCc2ccc(CO)cc2)O1	-5.2	x
O=c1nc2n(c3c1oc1ccccc13)Cc1ccccc1-2	0.5	x
COC(C/C=C\[C@H](O)COCc1ccccc1)OC	0.5	x
CCOC(=O)[C@H]1[C@H]2COc3ccc(Cl)cc3[C@@H]2N2C(=O)c3cc(F)c(F)cc3NC(=O)[C@@]12C	3.4	x
C=CCn1c(N)c(C(=O)OCC(C)C)c2nc3ccccc3nc21	-15.0	x
Cc1ccccc1CCNC(=O)C1CCC(=O)N(CCc2cccc(F)c2)C1 (stereo not given)	-8.9	x
O=C(N=C1SCC(=O)N1c1ccccc1Cl)c1ccccc1	-4.4	x
CCOc1ccc(N(CC(=O)NC2CCCCC2)C(=O)Cn2nnc(-c3ccc(C)o3)n2)cc1	-10.1	x
N#CC(C#N)=C1C=C2C=C(N3CCOCC3)CCC2CC1 (stereo not given)	-6.1	x
COc1ccccc1CNc1nc(C)c(C(=O)N(C)C)s1	i	x
Cc1cc(NC(=O)CCOc2ccc(F)cc2)no1	-27.7	x
COc1ccc(-c2ccc(/C=N/NC(=O)c3cccnc3)o2)c([N+](=O)[O-])c1	-5.5	x
O=C(N/N=C/c1cc2c3c(c1O)CCCN3CCC2)c1ccccc1O	-7.1	x
C=CC(=O)N1C/C=C\C(c2ccc(OC)cc2)N(Cc2ccc(F)cc2)C(=O)C1 (stereo not given)	1.7	x
COC(=O)CCCCCN1C(=O)NC(c2ccc(-c3ccccc3)cc2)C(C(=O)OCc2ccccc2)=C1C (stereo not given)	-8.7	x
NC(=O)c1cc2ccc(O)cc2oc1=Nc1ccccc1	10.8	x
O=c1c2cnn(-c3ccc(F)cc3)c2ncn1Cc1ccccn1	132.1	x
Cc1cccc2cc(CN(CC3CCCO3)C(=O)c3cnccn3)c(=O)[nH]c12 (stereo not given)	1.0	x
CCCCn1nc2cc(C(=O)NCc3cc(C(F)(F)F)cc(C(F)(F)F)c3)ccc2c1OC	-25.3	x
COc1cccc(CN2CC(C(=O)N(C)Cc3nc(C)cs3)CCC2=O)c1 (stereo not given)	-9.9	x
Brc1ccc(Cn2c(-c3ccc(Br)o3)nc3ccccc32)o1	-45.8	x
Cc1ccc(C23CC4CC(CC(CN)(C4)C2)C3)cc1	0.9	x
NC(=O)NCc1ccccc1	1.3	x
Cc1ccc(S(=O)(=O)N2CCC(=O)N(C(COCc3cccc(C(F)(F)F)c3)Cc3ccccc3)CC2)cc1 (stereo not given)	3.5	x

Exported in CSV form: entries from further up.
structure,JMJD2C inh,GRK2 aptamer HTS
Cc1nc(C(=O)O)sc1C1(C)CC(c2cccc([N+](=O)[O-])c2)=NO1 (stereo not given),-0.9,x
O=C(Nc1ccccc1)C1=C[C@H](C2CCCCC2)C[C@H](OCc2ccc(CO)cc2)O1,-5.2,x
O=c1nc2n(c3c1oc1ccccc13)Cc1ccccc1-2,0.5,x

Further results follow.
SMILES	JMJD2C inh	GRK2 aptamer HTS
Cn1c(-c2ccccc2)c(C(=O)CCl)c2ccccc21	-0.8	x
COc1cc2c(cc1NC(=O)Cn1cnc3c1c(=O)n(C)c(=O)n3C)oc1ccccc12	-9.9	x
O=[N+]([O-])c1ccc(Nc2c3ccccc3nc3ccccc23)cc1	-21.6	x
COc1ccc(C2/C=C\CN(C(=O)C3CCCCC3)CC(=O)N2Cc2ccc(F)cc2)cc1 (stereo not given)	1.1	x
O=C(O)C[C@H](O)C[C@H](O)/C=C/c1c(C2CC2)nc2ccccc2c1-c1ccc(F)cc1	-13.9	x
COc1ccc(CN2[C@@H](CC(C)=O)c3cc(C(F)(F)F)ccc3S2(=O)=O)cc1	-0.9	x
CCOc1ccc(C(=O)C(CCC(CN(C)C)C(=O)c2ccc(OCC)cc2)CN(C)C)cc1 (stereo not given)	-1.7	x
COc1nc(N/N=C/c2ccc(-c3cccc([N+](=O)[O-])c3)o2)nc(N2CCOCC2)n1	-10.4	x
CC(C)C[C@H](NC(=O)c1nc[nH]c1C(=O)NCCCCCNC(=O)OC(C)(C)C)C(=O)OC(C)(C)C	2.8	x
Cc1c(Cc2ccccc2)c(=O)oc2c(O)c(O)ccc12	-7.7	x
CC(=O)OCC(=O)[C@@]1(O)CCC2C3CCC4=CC(=O)CCC4(C)C3C(=O)CC21C (stereo not given in full)	7.5	x
C/C(=N\NC(=O)c1c(Cl)cnn1C)c1cccnc1	-5.7	x
Cc1ccc2nc(-c3ccc(S(=O)(=O)N4CCOCC4)cc3)cn2c1	-13.2	x
S=C(NCc1cccs1)NCC1CCCO1 (stereo not given)	-1.0	x
CCCCc1c(C)nc2ccc(Br)cc2c1SCCC#N	-7.6	x
Cc1cccn2c(=O)c3cc(C#N)c(=N)n(CCN4CCOCC4)c3nc12	-2.4	x
CCN(CC)CCCNC(=O)c1ccc2c3n(nc2c1)-c1ccc(Cl)cc1CO3	11.7	x
Cc1ccc(C(=O)NC2CC3CCCC(C2)N3C(=O)NC2CCCCC2)cc1 (stereo not given)	-1.9	x
CC1(c2nnc(-c3cccc(Cl)c3)o2)CC(c2cccc(F)c2)=NO1 (stereo not given)	4.2	x
C=CCOC(=O)C1=C[C@H](C(C)(C)C)[C@@H](CCCO)[C@H](OCC)O1	15.7	x
O=c1/c(=C\c2cccnc2)sc2nc3ccccc3n12	22.8	x
Cc1nn(Cc2ccc(C(=O)N3CCCC3)o2)c(C)c1[N+](=O)[O-]	2.2	x
c1cncc(CSc2nnc(-c3cccnc3)n2Cc2ccco2)c1	-36.0	x
Cc1cc(C)c2c(c1)c1nnc(SCCN3CCOCC3)nc1n2C	21.0	x
COc1ccc(CCNC(=O)C2CCC(=O)N(CC3CCCCC3)C2)cc1 (stereo not given)	-11.5	x

A few values from the list:
Cc1ccc(C(=O)NC2CC3CCCC(C2)N3C(=O)NC2CCCCC2)cc1 (stereo not given) in JMJD2C inh has -1.9
c1cncc(CSc2nnc(-c3cccnc3)n2Cc2ccco2)c1 in JMJD2C inh has -36.0
COc1ccc(CN2[C@@H](CC(C)=O)c3cc(C(F)(F)F)ccc3S2(=O)=O)cc1 in JMJD2C inh has -0.9

The list continues:
SMILES	JMJD2C inh	GRK2 aptamer HTS
COCc1cc(S(=O)c2ccc(Cl)cc2)nc(C)n1 (stereo not given)	-8.7	x
Cc1sc2c(c1C)c(=O)nc1n2Cc2ccccc2-1	0.0	x
CCc1c(C)sc(NC(=O)c2ccco2)c1C#N	2.8	x
CC(C)=CCC/C(C)=C/CNC(=O)C[C@H]1C[C@H](C(=O)N(C(C)C)C(C)C)[C@@]2(C)c3[nH]c4cc(CCC(=O)N(C)C)ccc4c3CCN2C1=O	x	1.0
COc1ccc(N2C(=O)[C@H]3CCC=C[C@H]3[C@@H]2c2ccccc2Br)cc1	x	0.0
O=S(=O)(NCCc1ccccc1)c1ccc(F)cc1Br	x	1.0
CCOC(=O)C1=CN(Cc2cccc(F)c2)S(=O)(=O)N(CC)C1c1ccc(C(F)(F)F)cc1 (stereo not given)	x	2.0
CC[C@]12c3[nH]c4cc(CCC(=O)N(C)C)ccc4c3CCN1C(=O)[C@@H](CC(=O)NCCCN(C)C)C[C@@H]2C(=O)N1CCN(C(=O)c2ccco2)CC1	x	0.0
CCOC(=O)C1=CN(Cc2cccc(F)c2)S(=O)(=O)N(CC)C1c1ccc2ccccc2c1 (stereo not given)	x	4.0
CCN1Cc2cc(OC)ccc2-c2ccccc2S1(=O)=O	x	1.0
CC(C)[C@@H](N)C(=O)NC[C@H]1O[C@@H](n2cnc3c(N)ncnc32)[C@H](O)[C@@H]1O	x	0.0
COc1ccccc1-c1sc2cc3c(cc2c1-c1ccc(OCCN2CCOCC2)cc1)OCO3	x	8.0
CCN1Cc2c(cc(OC)c(OC)c2OC)-c2ccccc2S1(=O)=O	x	2.0
Cc1ccc(S(=O)(=O)N2C[C@@H]3[C@H]4CC[C@H](C4)[C@@H]3[C@@H](C)[C@H]2C#N)cc1	x	20.0
COc1cc(OC)c2c(c1)OC(=O)CC2c1ccc2c(c1)OCO2 (stereo not given)	x	4.0
COc1ccc2sc(-c3ccccc3OC)c(-c3ccc(OCCN(C)C)cc3)c2c1	x	0.0
CC[C@]12c3[nH]c4cc(CCC(=O)N(C)C)ccc4c3CCN1C(=O)[C@@H](CC(=O)NCCN1CCOCC1)C[C@@H]2C(=O)N1CCN(C(=O)C2CC2)CC1	x	0.0
CC[C@]12c3[nH]c4cc(-c5ccco5)ccc4c3CCN1C(=O)[C@@H](CC(=O)NCCCN(C)C)C[C@@H]2C(=O)N1CCN(C(=O)C2CC2)CC1	x	0.0
Cc1ccc(C(C)C)c2c1C(c1ccc3c(c1)OCO3)CC(=O)O2 (stereo not given)	x	0.0
CCN(Cc1ccccc1)S(=O)(=O)c1ccccc1Br	x	3.0
CC[C@]12c3[nH]c4cc(-c5ccco5)ccc4c3CCN1C(=O)[C@@H](CC(=O)NCCCN(C)C)C[C@@H]2C(=O)N1CCN(C(=O)c2ccco2)CC1	x	0.0
CCN1C(=O)[C@H]2[C@H]3CN=C(SCc4ccc(C)cc4)N3[C@@](CC)(C(=O)OC)[C@H]2C1=O	x	0.0
CCOC(=O)C1=CN(Cc2ccco2)S(=O)(=O)N(C)C1c1ccc(C(F)(F)F)cc1 (stereo not given)	x	8.0
COC(=O)[C@@]1(Cc2ccccc2)[C@H]2C(=O)N(C)C(=O)[C@H]2[C@H]2CN=C(SC)N21	x	0.0
COc1ccc2[nH]c3c(c2c1)CCN1C(=O)C(CC(=O)NCCc2ccccn2)C[C@H](C(=O)N2CCOCC2)[C@@]31C (stereo not given in full)	x	13.0

Full records, quoted from the list.
`COc1ccccc1-c1sc2cc3c(cc2c1-c1ccc(OCCN2CCOCC2)cc1)OCO3` is listed with JMJD2C inh: x; GRK2 aptamer HTS: 8.0
`CCN1Cc2cc(OC)ccc2-c2ccccc2S1(=O)=O` is listed with JMJD2C inh: x; GRK2 aptamer HTS: 1.0

Other results follow:
SMILES	JMJD2C inh	GRK2 aptamer HTS
CCOC(=O)c1c(O)cc(OC)cc1CCc1ccccc1	x	2.0
CC[C@]12c3[nH]c4cc(-c5ccco5)ccc4c3CCN1C(=O)[C@@H](CC(=O)NCc1cccc(C(F)(F)F)c1)C[C@@H]2C(=O)N1CCN(C(=O)c2ccco2)CC1	x	3.0
COc1cc(Cl)c(CNC[C@H]2O[C@@H](n3cnc4c(N)ncnc43)[C@H](O)[C@@H]2O)c(Cl)c1O	x	0.0
CCN(CC)C(=O)[C@H]1C[C@H](CC(=O)NCC23CC4CC(CC(C4)C2)C3)C(=O)N2CCc3c([nH]c4cc(-c5ccco5)ccc34)[C@]12C	x	0.0
Nc1ncnc2c1ncn2[C@@H]1O[C@H](CNC(=O)[C@@H]2CCCN2S(=O)(=O)c2ccc(F)cc2)[C@@H](O)[C@H]1O	x	2.0
COc1ccc2c(c1)c([C@@H]1[C@H](C)[C@H]3CCCC[C@H]3CN1S(=O)(=O)c1ccc(C)cc1)cn2C	x	0.0
CC[C@]12c3[nH]c4ccc(Cl)cc4c3CCN1C(=O)[C@@H](CC(=O)NCCc1ccccn1)C[C@@H]2C(=O)N1CCN(C(=O)c2ccco2)CC1	x	2.0
Cc1ccc(S(=O)(=O)NOCc2ccccc2)cc1	x	5.0
CCCCN1CCS(=O)(=O)N(Cc2ccccc2Br)CC(C(=O)OC)C1 (stereo not given)	x	0.0
COc1ccc2[nH]c3c(c2c1)CCN1C(=O)C(CC(=O)NC(C)(C)C)C[C@H](C(=O)N2CCCCC2)[C@@]31C (stereo not given in full)	x	0.0
CCC(=O)CN(Cc1cc(OC)ccc1OC)S(=O)(=O)c1ccccc1Br	x	0.0
CC[C@]12c3[nH]c4ccc(Cl)cc4c3CCN1C(=O)[C@@H](CC(=O)NC(C)(C)C)C[C@@H]2C(=O)N1CCN(C(=O)c2ccco2)CC1	x	3.0
C[C@]12c3[nH]c4cc(-c5ccco5)ccc4c3CCN1C(=O)[C@@H](CC(=O)NCC13CC4CC(CC(C4)C1)C3)C[C@@H]2C(=O)N1CCOCC1	x	1.0
CCN(CC)C(=O)[C@H]1C[C@H](CC(=O)NCCN2CCOCC2)C(=O)N2CCc3c([nH]c4ccc(Cl)cc34)[C@]12C	x	0.0
CCOC(=O)C1Oc2ccccc2C(c2cccc3ccccc23)=C1C(=O)OC (stereo not given)	x	0.0
COc1cc(NC(=O)Cn2cnc3c(NCc4ccccc4)ncnc32)cc(OC)c1OC	x	5.0
COc1ccc2[nH]c3c(c2c1)CCN1C(=O)C(CC(=O)NC/C=C(\C)CCC=C(C)C)C[C@H](C(=O)N(C(C)C)C(C)C)[C@@]31C (stereo not given in full)	x	0.0
COc1ccc(CNC2C[C@H]3CCCC(=O)N4CC[C@@H](C2)[C@@H]34)cc1 (stereo not given in full)	x	0.0
CN1C(=O)C2(CCCCC2)C1c1ccccc1 (stereo not given)	x	9.0
C[C@H]1C(=O)N(c2ccccc2)[C@@H]1c1ccccc1	x	0.0
CCCCCCN1C(=O)CC(NC(=O)OCC2c3ccccc3-c3ccccc32)C/C=C\C1C(C)C (stereo not given)	x	0.0
COc1cccc(CN(C)S(=O)(=O)c2ccccc2Br)c1	x	3.0
CN1CC(COCc2ccccc2)Oc2ccccc2S1(=O)=O (stereo not given)	x	3.0
CC[C@]12c3[nH]c4ccc(Cl)cc4c3CCN1C(=O)[C@@H](CC(=O)NCCN1CCOCC1)C[C@@H]2C(=O)N1CCN(C(=O)C2CC2)CC1	x	0.0
COC(=O)[C@@]1(Cc2ccccc2)[C@H]2C(=O)N(Cc3ccccc3)C(=O)[C@H]2[C@H]2CN=C(SCC(=O)c3ccccc3)N21	x	0.0
